human PMI inhibitors = human PMI inhibitors, high substrate, primary screen, biochemical, fluorescence intensity, high mannose 6-phosphate (AID 1220); recombinant PMI enzyme, coupled fluorescence intensity; higher % means a stronger effect; one-dose inhibition, % at 20 µM; IC50 in µM for titrated hits; actives 0.66% (n = 190,000)
XIAP displacement = small molecules displacing peptide from XIAP – biochemical, IAP family, fluorescence polarization (AID 1018); XIAP BIR domain, fluorescence polarization peptide displacement; higher % means a stronger effect; displacement, % at 20 µM; hits with a dose series show IC50 in µM; actives 0.007% (n = 200,000); in the data active = displacement above about 50%; note: a part of the inactive calls stands beside numbers as strong as those of hits
NOD2 inhibition = inhibition of NOD2-driven NF-kB reporter – cell-based, luminescence, uHTS, HEK293 (AID 1566); HEK293 NOD2/NF-kB luciferase reporter, luminescence; higher % means a stronger effect; one-dose inhibition, % at 4 µM; EC50 in µM for titrated hits; actives 0.63% (n = 290,000); note: many of its hits are not listed in these tables
KOR beta-arrestin-1 = kappa opioid receptor activators – cell-based, luminescence, uHTS, primary screen (AID 1777); actives 0.02% (n = 280,000); KOR beta-arrestin recruitment, luminescence; higher % means a stronger effect; activation, % at 10 µM; hits with a dose series show EC50 in µM; in the data active = activation above about 50%, passing the limit was not always enough; note: a part of the inactive calls stands beside numbers as strong as those of hits
NOD1 NF-kB reporter = inhibition of NOD1-driven NF-kB reporter – cell-based, luminescence, uHTS, primary screen (AID 1578); actives 1% (n = 290,000); inhibition, % at 4 µM, or EC50 in µM where a hit was titrated; NOD1-driven NF-kB luciferase reporter cells, luminescence; higher % means a stronger effect; in the data active = inhibition mostly above about 36%, no sharp cut-off; inactive = mostly below about 34%;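 note: HEK-293T reporter cells stimulated with the NOD1 agonist gamma-tri-DAP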
human PMI inhibition = MPI enzyme activity inhibition – biochemical, fluorescence intensity, coupled assay, primary screen (AID 1209). purified PMI enzyme, coupled fluorescence intensity; higher % means a stronger effect. inhibition, % at 20 µM; hits with a dose series show IC50 in µM. actives 0.42% (n = 190,000);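 note: plate controls were DMSO vehicle for no effect and wells lacking substrate for full effect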
KOR beta-arrestin-2 = kappa opioid receptor blockers – cell-based, luminescence, uHTS (AID 1778); actives 0.091% (n = 290,000); inhibition, % at 10 µM; hits with a dose series show IC50 in µM; KOR beta-arrestin recruitment, luminescence, antagonist mode; higher % means a stronger effect; note: strong numbers were not always called active
TNAP activators = stimulation of alkaline phosphatase TNAP activity – biochemical, luminescent, no phosphate acceptor, uHTS, primary screen (AID 1001) | purified TNAP, luminescent activation assay, no phosphate acceptor; higher activation fold means a stronger effect | actives 0.03% (n = 200,000) | one-dose activation fold at 20 µM; EC50 in µM for titrated hits; in the data active = activation fold from about 3, or a potency from the dose series; inactive = the rest, 99 in 100 with activation fold below about 1.6; note: many of its hits are not listed in these tables
LYP phosphatase = inhibitors of LYP phosphatase, biochemical, fluorescence intensity, uHTS (AID 1779) | inhibition, % at 11.5 µM, or IC50 in µM where a hit was titrated | actives 0.054% (n = 290,000) | recombinant LYP phosphatase, fluorescence intensity; higher % means a stronger effect;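 note: plate controls were vehicle with enzyme for no effect and no enzyme for full effect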
Starred values were filed as active, the others as inactive; / = not tested or not shown; [ ] = remark or other dose. Cut-off read from the data, not from the text of the source, unless noted: active = inhibition above about 50%; inactive = the rest. An excerpt; count on the stated rates, not on these rows.

nr	molecule	TNAP activators	XIAP displacement	NOD2 inhibition	KOR beta-arrestin-2	NOD1 NF-kB reporter
1	CCOC(=O)C1CCN(C(=O)CN2C(=O)c3ccccc3Sc3ncccc32)CC1	/	/	-10%	-21%	-4%
2	CNC(=S)Nc1cccc(-c2cnc3ccccc3n2)c1	/	/	-49%	14%	-14%
3	COc1ccc(-n2nnnc2S(=O)(=O)Cc2ccc(C(=O)O)cc2)cc1	1.1	-12%	8%	4%	15%
4	O=C(Cn1cc([N+](=O)[O-])cn1)N1N=C(C(F)F)CC1(O)C(F)F (stereo not given)	1.1	-7.8%	13%	12%	-5%
5	CC(C)(C)c1cccc(P(=O)(c2ccccc2)c2ccccc2)c1O	/	/	6%	16%	2%
6	CCc1nc(SCc2ccc([N+](=O)[O-])cc2)n[nH]1	1	-5.9%	1%	-12%	-1%
7	C=CCOc1ccc2c(c1)c(=O)cc(C(=O)O)n2CC	/	/	7%	29%	3%
8	COc1ccccc1NS(=O)(=O)c1cccc(NC(=O)Nc2ccccc2)c1	1.2	-2.4%	21%	-24%	32%
9	O=C(CNC1CCCC1)Nc1ccc(S(=O)(=O)N2CCCCC2)cc1	/	/	-17%	-5%	-30%
10	CC(C)CNC(=O)COC(=O)c1ccccc1SCC(=O)NCC(C)C	1	-10%	-2%	1%	-30%
11	CCCN1CCC(=O)N([C@H](CN=[N+]=[N-])CC(C)C)CC1	/	/	-5%	13%[20 µM]	-12%
12	O=C(CN1CCCCC1)Nc1ccccc1	1.2	-0.1%	9%	10%	-12%

nr	LYP phosphatase	human PMI inhibition	KOR beta-arrestin-1	human PMI inhibitors
1	-10%	/	0.3%	/
2	-1%	/	-8.8%	/
3	-4%	3%	2.0%	-2%
4	-6%	8%	-7.5%	9%
5	4%	/	1.3%	/
6	-11%	9%	0.8%	14%
7	-9%	/	0.6%	/
8	5%	27%	0.0%	12%
9	-6%	/	-2.5%	/
10	0%	-14%	1.8%	-10%
11	-10%	/	2.8%	/
12	-4%	2%	-5.7%	4%

Next part.
nr	molecule	TNAP activators	XIAP displacement	NOD2 inhibition	KOR beta-arrestin-2	NOD1 NF-kB reporter
13	CCOC(=O)c1sc(NC(=O)CC)c(C#N)c1C	1.1	-2.5%	13%	-2%	-17%
14	Cc1nnc(SCc2ccccc2)n1CC1CCCO1 (stereo not given)	1.1	-4.6%	5%	1%	-9%
15	Cc1c(C2(O)C(=O)Nc3ccc(F)cc32)c(=O)n(-c2ccccc2)n1C (stereo not given)	1.1	1.5%	5%	5%	/
16	O=C(Cc1n[nH]c(=O)c2ccccc12)Nc1cccc(S(=O)(=O)N2CCCC2)c1	/	/	16%	1%	0%
17	CC1Cc2ccccc2N1S(=O)(=O)c1cccc(C(=O)N2CC(=O)Nc3ccccc32)c1 (stereo not given)	/	/	11%	26%	5%
18	CC1(C)C2CCC1(C)C1(C2)NC(=O)c2ccccc2O1 (stereo not given)	1	-10%	10%	25%	-28%
19	Cc1ccc2nc(SCC(=O)N(CC(C)C)c3c(N)n(Cc4ccccc4)c(=O)[nH]c3=O)[nH]c2c1	/	/	-12%	3%	-2%
20	CCn1c(SCC(=O)c2ccccc2)nc2sc3c(c2c1=O)CCN(C)C3	/	/	-5%	-9%	2%
21	O=C(O)CNC(=O)C1CCCN1C(=O)CNC(=O)OCc1ccccc1 (stereo not given)	/	/	3%	-12%	0%
22	CCOc1ccccc1NC(=S)Nc1ccccc1F	1.1	0.8%	12%	25%	-10%
23	Cc1cc(C)cc(C(=O)NCC(=O)N2CCC3(CC2)NCCc2[nH]cnc23)c1	/	/	17%	0%	-13%
24	O=C1CCC(C(=O)N2CCN(c3cnccn3)CC2)CN1CCc1cccc(F)c1 (stereo not given)	/	/	-27%	-6%	21%

nr	LYP phosphatase	human PMI inhibition	KOR beta-arrestin-1	human PMI inhibitors
13	-6%	-21%	-3.0%	-22%
14	-5%	16%	/	11%
15	-9%	4%	-1.6%	-1%
16	-5%	/	5.2%	/
17	-2%	/	3.1%	/
18	0%	2%	1.5%	2%
19	-6%	/	7.1%	/
20	-4%	/	6.2%	/
21	-7%	/	5.9%	/
22	-3%	17%	-3.0%	16%
23	-10%	/	-4.6%	/
24	-5%	/	9.8%	/

The list goes on (2 carried over from the part before).
nr	molecule	TNAP activators	XIAP displacement	NOD2 inhibition	KOR beta-arrestin-2	NOD1 NF-kB reporter
23	Cc1cc(C)cc(C(=O)NCC(=O)N2CCC3(CC2)NCCc2[nH]cnc23)c1	/	/	17%	0%	-13%
24	O=C1CCC(C(=O)N2CCN(c3cnccn3)CC2)CN1CCc1cccc(F)c1 (stereo not given)	/	/	-27%	-6%	21%
25	CCC(C)NC(=O)c1ccccc1NC(=O)Nc1ccccc1 (stereo not given)	1.1	-16%	8%	-4%	6%
26	CCOC(=O)C1(CC2CCCCO2)CCN(C(=O)NCc2ccccc2)CC1 (stereo not given)	1.1	-2.4%	7%	-8%	-31%
27	O=C(CN1C(=O)CNC1=O)Nc1cccc(C(F)(F)F)c1	1.1	0.1%	-3%	29%	-18%
28	Cc1csc2ncnc(NCCc3ccccn3)c12	1.1	-5.8%	37%	-31%	37%
29	COc1ccc(OCC(O)CNC(=O)Nc2cc(F)ccc2C)cc1 (stereo not given)	/	/	2%	18%	-11%
30	CCc1nc(N)c(C#N)c(-c2ccc(OC)c(OC)c2)c1C	1.1	2.7%	8%	12%	-8%
31	COC(=O)c1ccc(N2C(=O)Nc3ccccc3N2O)cc1	1.1	-3.4%	7%	-5%[20 µM]	-20%
32	Cc1[nH][nH]c(=O)c1C(c1c(C)[nH][nH]c1=O)c1cn(Cc2ccccc2Cl)c2ccccc12	1.3	-3.1%	-19%	-4%	84%*
33	Cc1nc2nc(-c3cccnc3)nn2c(C)c1Cl	1.1	2.0%	7%	8%	-1%
34	Cc1cc([N+](=O)[O-])nn1CCCC(=O)O	1.1	-2.7%	3%	-7%	-23%
35	O=C(Nc1cccc(F)c1)c1c(F)c(F)c(F)c(F)c1F	1.1	-2.7%	-10%	-43%	1%
36	Cc1ccc(N2C(=O)C(Cc3ccccc3)NC2=S)cc1 (stereo not given)	1	1.8%	-2%	6%	-30%

nr	LYP phosphatase	human PMI inhibition	KOR beta-arrestin-1	human PMI inhibitors
23	-10%	/	-4.6%	/
24	-5%	/	9.8%	/
25	-3%	-1%	5.1%	-1%
26	-5%	4%	-2.6%	-9%
27	-4%	13%	-4.2%	8%
28	-4%	-2%	2.8%	0%
29	2%	/	-1.5%	/
30	-2%	2%	-4.0%	-2%
31	-6%	-14%	-8.0%	-10%
32	-3%	30%	6.6%	50%*
33	-4%	6%	-2.9%	-1%
34	-6%	-6%	3.2%	-7%
35	-1%	8%	-1.6%	4%
36	2%	10%	1.9%	15%

Continuation:
nr	molecule	TNAP activators	XIAP displacement	NOD2 inhibition	KOR beta-arrestin-2	NOD1 NF-kB reporter
37	O=C(Cn1ncc2c3ccccc3n(Cc3ccccc3)c2c1=O)NCc1ccccn1	/	/	11%	-41%	-5%
38	N#Cc1ccc[n+](CC(=O)c2ccc(Cl)cc2)c1	/	/	2%	-2%	-8%
39	O=C(CCN1CCc2ccccc2CC1)c1ccc2c(c1)OCCO2	1.1	-1.9%	8%	28%	6%
40	Cc1ccc(NC(=O)CSc2ccccc2NC(=O)c2ccccc2)cc1Cl	1.2	-10%	-26%	32%	-42%
41	CCN(CC(=O)NC1CCCC1)S(=O)(=O)c1ccc(C)cc1	1	-3.6%	-4%	-24%	-22%
42	CC(C)Oc1cc2oc(=O)c3c(c2cc1Cl)CCC3	1.1	0.2%	-14%	18%	/
43	COc1ccc(/C=N/N=C2/NC(=O)C(c3ccccc3)(c3ccccc3)S2)cc1	1	-5.3%	-20%	7%	-34%
44	CC(O)CNc1nc2c(c(=O)n(Cc3cccc(Cl)c3)c(=O)n2C)n1C (stereo not given)	/	/	10%	-31%[20 µM]	-17%
45	Cc1ccc(C(=O)NC2CCS(=O)(=O)C2)cc1S(=O)(=O)N1CCCCC1 (stereo not given)	1.1	-4.3%	-4%	-22%	-23%
46	Cc1cc(C)n(C(=O)Cn2nc([N+](=O)[O-])cc2C)n1	1	-6.7%	20%	-2%	-25%
47	CCOC(=O)C1=C(N)n2c(s/c(=C/c3ccccc3)c2=O)=C(C(=O)OCC)C1c1ccccc1 (stereo not given)	1.1	-4.0%	3%	-3%	5%
48	CCCC(NC(=S)NCC1CCCO1)C12CC3CC(CC(C3)C1)C2 (stereo not given)	1	-6.4%	1%	1%	-11%
49	O=C(/C(=C/O)N=Nc1ccc(Cl)cc1)c1ccncc1	0.9	-2.4%	-4%	-14%	10%
50	Cc1nc(NC(=O)/C=C/c2ccccc2)sc1C(=O)Nc1ccc(Cl)cc1	0.9	-5.6%	18%	-14%	1%
51	CCOC(=O)CCc1c(C)c2ccc(OC3CCCCC3=O)cc2oc1=O (stereo not given)	/	/	12%	-16%	-5%

nr	LYP phosphatase	human PMI inhibition	KOR beta-arrestin-1	human PMI inhibitors
37	-8%	/	7.4%	/
38	-5%	/	0.0%	/
39	-2%	50%	-2.6%	43%
40	-2%	1%	12%	-2%
41	-1%	5%	1.5%	7%
42	-5%	3%	-2.4%	2%
43	-4%	10%	/	6%
44	-9%	/	-2.9%	/
45	-10%	5%	2.3%	-1%
46	-6%	-17%	-1.6%	-2%
47	-8%	4%	-2.3%	0%
48	16%	2%	10%	6%
49	-2%	7%	3.1%	-5%
50	-13%	-9%	3.4%	-4%
51	-11%	/	-4.1%	/

Excerpt: entries 40 to 51
nr	molecule	TNAP activators	XIAP displacement	NOD2 inhibition	KOR beta-arrestin-2	NOD1 NF-kB reporter
40	Cc1ccc(NC(=O)CSc2ccccc2NC(=O)c2ccccc2)cc1Cl	1.2	-10%	-26%	32%	-42%
41	CCN(CC(=O)NC1CCCC1)S(=O)(=O)c1ccc(C)cc1	1	-3.6%	-4%	-24%	-22%
42	CC(C)Oc1cc2oc(=O)c3c(c2cc1Cl)CCC3	1.1	0.2%	-14%	18%	/
43	COc1ccc(/C=N/N=C2/NC(=O)C(c3ccccc3)(c3ccccc3)S2)cc1	1	-5.3%	-20%	7%	-34%
44	CC(O)CNc1nc2c(c(=O)n(Cc3cccc(Cl)c3)c(=O)n2C)n1C (stereo not given)	/	/	10%	-31%[20 µM]	-17%
45	Cc1ccc(C(=O)NC2CCS(=O)(=O)C2)cc1S(=O)(=O)N1CCCCC1 (stereo not given)	1.1	-4.3%	-4%	-22%	-23%
46	Cc1cc(C)n(C(=O)Cn2nc([N+](=O)[O-])cc2C)n1	1	-6.7%	20%	-2%	-25%
47	CCOC(=O)C1=C(N)n2c(s/c(=C/c3ccccc3)c2=O)=C(C(=O)OCC)C1c1ccccc1 (stereo not given)	1.1	-4.0%	3%	-3%	5%
48	CCCC(NC(=S)NCC1CCCO1)C12CC3CC(CC(C3)C1)C2 (stereo not given)	1	-6.4%	1%	1%	-11%
49	O=C(/C(=C/O)N=Nc1ccc(Cl)cc1)c1ccncc1	0.9	-2.4%	-4%	-14%	10%
50	Cc1nc(NC(=O)/C=C/c2ccccc2)sc1C(=O)Nc1ccc(Cl)cc1	0.9	-5.6%	18%	-14%	1%
51	CCOC(=O)CCc1c(C)c2ccc(OC3CCCCC3=O)cc2oc1=O (stereo not given)	/	/	12%	-16%	-5%

nr	LYP phosphatase	human PMI inhibition	KOR beta-arrestin-1	human PMI inhibitors
40	-2%	1%	12%	-2%
41	-1%	5%	1.5%	7%
42	-5%	3%	-2.4%	2%
43	-4%	10%	/	6%
44	-9%	/	-2.9%	/
45	-10%	5%	2.3%	-1%
46	-6%	-17%	-1.6%	-2%
47	-8%	4%	-2.3%	0%
48	16%	2%	10%	6%
49	-2%	7%	3.1%	-5%
50	-13%	-9%	3.4%	-4%
51	-11%	/	-4.1%	/
